Screens (PubChem BioAssay)
All columns: NCI-60 one-dose screen, growth in % after 48 h at 10 µM unless noted; 100 = growth as untreated, 0 = no growth, -100 = all killed.
MALME-3M: MALME-3M melanoma | AID 1794766 | 78,000 tested, 5.8% active
UACC-62: UACC-62 melanoma. 81,000 tested, 5.4% active
SK-MEL-5: SK-MEL-5 melanoma. 80,000 tested, 6.4% active. AID 1794755
SK-MEL-2: SK-MEL-2 melanoma. 77,000 tested, 4.7% active. AID 1794763
M14: M14 melanoma. 80,000 tested, 6.2% active. AID 1794745
UACC-257: UACC-257 melanoma; 78,000 tested, 4.4% active
A549/ATCC: A549/ATCC NSCLC | 81,000 tested, 3.7% active | AID 1794740
EKVX: EKVX NSCLC; 71,000 tested, 3% active
* marks the source's active call; other numbers are inactive results; & = joins results of further samples; ! = repeats disagree. How the source made its calls: active means growth percent below 10; inactive means the rest. No enrichment for hits; 9.8% or so of the library scored in one or more.

How did COc1ccc(-c2cc(-c3cccnc3)nc3n[nH]c(N)c23)cc1OC do in these assays?
MALME-3M: 79.8; UACC-62: 84.1; SK-MEL-5: 90.8; SK-MEL-2: 117.6; M14: 95.3; UACC-257: 102.3; A549/ATCC: 97.4; EKVX: 108.4

Results for Cc1cnc2c(=O)[nH]c(N)nc2n1 ?
MALME-3M: 115.1; UACC-62: 113.9; SK-MEL-5: 106.2; SK-MEL-2: 114.6; M14: 110.1; A549/ATCC: 105.3; EKVX: 116.9

What do the screens show for `COc1cc(C(=O)/C=C/c2c(C)n([O-])c3ccc(Cl)cc3[n+]2=O)cc(OC)c1OC`?
MALME-3M: 95.4; UACC-62: 60.4; SK-MEL-5: 89.4; SK-MEL-2: 59.6; M14: 80.9; UACC-257: 81.2; A549/ATCC: 81.5; EKVX: 80.9

Results for O=C(N/N=C/C[C@@H]1[C@@H](/C=C/[C@@H](O)CCc2ccccc2)[C@H](O)C[C@@H]1O)c1ccncc1 ?
MALME-3M: 103.8; UACC-62: 91.4; SK-MEL-5: 96.0; SK-MEL-2: 108.8; M14: 95.4; UACC-257: 64.7; A549/ATCC: 79.7; EKVX: 102.2

How did COC1=CC(c2ccc[nH]2)=N/C1=C\c1[nH]c(C)c(C(=O)Oc2ccccc2)c1C do in these assays?
MALME-3M: -79.6*; UACC-62: -62.8*; SK-MEL-5: -99.9*; SK-MEL-2: -68.6*; M14: -59.2*; UACC-257: -54.9*; A549/ATCC: -44.1*; EKVX: -19.9*

How did CC1(C)COC(=S)N1CCC#N do in these assays?
MALME-3M: 91.0; UACC-62: 94.9; SK-MEL-5: 101.2; SK-MEL-2: 101.0; M14: 121.0; UACC-257: 89.5; A549/ATCC: 91.4; EKVX: 103.9

How did O=c1ccn(Cc2ccccc2)c(SCc2ccccc2)n1 do in these assays?
MALME-3M: 81.7; UACC-62: 101.1; SK-MEL-5: 114.1; SK-MEL-2: 98.9; M14: 106.7; UACC-257: 102.9; A549/ATCC: 101.9; EKVX: 104.6

How did Cc1cccc(NC(=S)Nc2ccc(NCc3nc4sc5c(c4c(=O)[nH]3)CCCC5)cc2)c1 do in these assays?
MALME-3M: 97.8; UACC-62: 95.3; SK-MEL-5: 98.9; SK-MEL-2: 103.3; M14: 103.0; UACC-257: 91.1; A549/ATCC: 93.7; EKVX: 99.2

What do the screens show for `Nc1nc(=O)n([C@H]2CC=C(CO)O2)cc1F`?
MALME-3M: 97.9; UACC-62: 92.4; SK-MEL-5: 100.3; SK-MEL-2: 102.2; M14: 104.7; UACC-257: 95.4; A549/ATCC: 89.7; EKVX: 110.1

How did COC(=O)[C@@]1(C)CC[C@]2(C)CC[C@]3(C)C(=CC(=O)[C@@H]4[C@@]5(C)Cc6c([nH]c7ccccc67)C(C)(C)[C@@H]5CC[C@]43C)[C@@H]2C1 do in these assays?
MALME-3M: 69.6; UACC-62: 89.1; SK-MEL-5: 67.0; SK-MEL-2: 99.9; M14: 104.4; UACC-257: 92.1; A549/ATCC: 84.7; EKVX: 78.9

Results for CC12CCC(C)(O1)C1C(=O)N(c3nccs3)C(=O)C12 (stereo unspecified) ?
UACC-62: 106.9&95.1; SK-MEL-5: 99.8&100.5; SK-MEL-2: 96.5&102.6; M14: 102.0&103.4; UACC-257: 107.9&107.0; A549/ATCC: 101.7&106.7; EKVX: 103.1&100.0

How did CCn1cc(C(=O)N/N=C/c2ccccc2)c(=O)c2cc(F)c(N3CCNC(C)C3)c(F)c21 (stereo unspecified) do in these assays?
MALME-3M: -78.0*; UACC-62: -27.9*; SK-MEL-5: 11.9; SK-MEL-2: 93.4; M14: -49.7*; UACC-257: 39.6; A549/ATCC: -83.9*; EKVX: 34.3

2 entries picked at random from those above, as already listed:
What do the screens show for `Nc1nc(=O)n([C@H]2CC=C(CO)O2)cc1F`?
MALME-3M: 97.9; UACC-62: 92.4; SK-MEL-5: 100.3; SK-MEL-2: 102.2; M14: 104.7; UACC-257: 95.4; A549/ATCC: 89.7; EKVX: 110.1

Results for CC12CCC(C)(O1)C1C(=O)N(c3nccs3)C(=O)C12 (stereo unspecified) ?
UACC-62: 106.9&95.1; SK-MEL-5: 99.8&100.5; SK-MEL-2: 96.5&102.6; M14: 102.0&103.4; UACC-257: 107.9&107.0; A549/ATCC: 101.7&106.7; EKVX: 103.1&100.0

(next part)
Results for O=C1/C(=C\c2cn(-c3ccccc3)nc2-c2ccc(-c3cccs3)cc2)CCc2ccccc21 ?
MALME-3M: 65.4; UACC-62: 47.7; SK-MEL-5: 66.0; SK-MEL-2: 70.4; M14: 39.1; UACC-257: 83.3; A549/ATCC: 60.4; EKVX: 68.5

How did COC(=O)c1c2c(c(C)[n+]([O-])c1C)C(=O)C(NCc1ccccc1)=CC2=O do in these assays?
MALME-3M: -77.8*; UACC-62: -16.6*; SK-MEL-5: -84.9*; SK-MEL-2: 23.6; M14: 9.2*; UACC-257: -22.0*; A549/ATCC: 13.7; EKVX: 34.0

Results for ClCCn1c[n+](CCCl)c2ccccc21 ?
MALME-3M: 105.0; UACC-62: 101.7; SK-MEL-2: 104.4; M14: 112.9; UACC-257: 101.7; A549/ATCC: 99.5; EKVX: 97.9

How did CCN(CC)CCCC(CNc1ccnc2cc(Cl)ccc12)c1ccc(Cl)cc1 (stereo unspecified) do in these assays?
MALME-3M: -77.4*; UACC-62: -77.6*!; SK-MEL-5: -96.9*; SK-MEL-2: -67.7*; M14: -71.4*; UACC-257: -86.2*; A549/ATCC: 4.3*!; EKVX: -3.7*!

How did CS(=O)(=O)c1ccc(-c2nn(-c3ccccc3)cc2/C=C/C(=O)c2ccc(O)cc2)cc1 do in these assays?
MALME-3M: 63.4; UACC-62: 75.9; SK-MEL-5: 93.0; SK-MEL-2: 103.4; UACC-257: 91.1; A549/ATCC: 103.3; EKVX: 95.7

Results for CCCc1ccc(-c2ccc(=O)n(-c3ccc(S(N)(=O)=O)cc3)n2)cc1 ?
MALME-3M: 102.5; UACC-62: 95.6; SK-MEL-5: 98.3; SK-MEL-2: 122.4; M14: 90.9; A549/ATCC: 99.8

What do the screens show for `CC(C)NCC(O)COc1ccc(CCOCC2CC2)cc1` (stereo unspecified)?
MALME-3M: 103.0; UACC-62: 110.4; SK-MEL-5: 95.0; SK-MEL-2: 109.5; M14: 96.6; UACC-257: 107.7; A549/ATCC: 99.5; EKVX: 98.4

Results for NC(=O)c1ccco1 ?
MALME-3M: 101.5; UACC-62: 100.2; SK-MEL-5: 98.5; SK-MEL-2: 106.1; M14: 100.5; UACC-257: 98.2; A549/ATCC: 95.7; EKVX: 100.2

Results for CCCCCCCCCCCCCCCCCCOc1cccc(CC(=O)OCC[N+]2(C)CCCC2)c1 ?
MALME-3M: 98.6; UACC-62: 81.8; SK-MEL-5: 85.1; SK-MEL-2: 107.7; M14: 87.6; UACC-257: 108.4; A549/ATCC: 86.1; EKVX: 98.9

How did COc1ccc(C2=CN3CC=CCC3CC2=O)cc1 (stereo unspecified) do in these assays?
MALME-3M: 115.7; UACC-62: 99.5; SK-MEL-5: 96.4; SK-MEL-2: 92.1; M14: 99.5; UACC-257: 71.6; A549/ATCC: 75.0; EKVX: 103.5

Results for C=CCOC1=C2CC[C@H](O)[C@@]2(C)CCC1=O ?
MALME-3M: 94.0; UACC-62: 111.2; SK-MEL-5: 104.7; SK-MEL-2: 104.0; M14: 102.2; UACC-257: 101.4; A549/ATCC: 96.3; EKVX: 113.5

How did CCCCOC(C)OCc1ccc2c(c1)OCO2 (stereo unspecified) do in these assays?
MALME-3M: 99.7; UACC-62: 109.9; SK-MEL-5: 100.8; SK-MEL-2: 103.8; M14: 101.6; UACC-257: 98.0; A549/ATCC: 100.0; EKVX: 100.5

What do the screens show for `COc1cc(O)c(C(C)=O)c(OC)c1O`?
MALME-3M: 95.5; UACC-62: 101.1; SK-MEL-5: 97.4; SK-MEL-2: 113.0; M14: 89.4; UACC-257: 108.5; A549/ATCC: 103.2; EKVX: 107.3

What do the screens show for `CN(C)C(=S)Oc1ccccc1C1(C)OCCO1`?
MALME-3M: 104.6; UACC-62: 101.9; SK-MEL-2: 100.9; M14: 120.9; UACC-257: 107.0; A549/ATCC: 98.0; EKVX: 110.2

How did CCN(CC)C(=O)c1ccccc1C(=O)N(CC)CC do in these assays?
MALME-3M: 91.9; UACC-62: 97.0; SK-MEL-5: 101.6; SK-MEL-2: 95.1; M14: 101.4; UACC-257: 99.3; A549/ATCC: 94.9; EKVX: 99.7

Results for Cc1ccc(S(=O)(=O)O)c(C)c1 ?
MALME-3M: 88.4; UACC-62: 120.4; SK-MEL-5: 105.1; SK-MEL-2: 111.7; M14: 100.7; UACC-257: 108.4; A549/ATCC: 104.3

How did Cc1ccc(S(=O)(=O)OCC2CCC(COS(=O)(=O)c3ccc(C)cc3)O2)cc1 (stereo unspecified) do in these assays?
MALME-3M: 104.1; UACC-62: 101.4; SK-MEL-5: 109.1; SK-MEL-2: 106.1; M14: 105.2; UACC-257: 105.1; A549/ATCC: 107.9; EKVX: 102.1

Results for C/C(=N\O)C(c1ccccc1)c1ccccc1 ?
MALME-3M: 108.1; UACC-62: 97.7; SK-MEL-5: 97.4; SK-MEL-2: 104.5; M14: 106.7; UACC-257: 92.1; A549/ATCC: 91.0; EKVX: 95.8

Results for CCNC(=O)Oc1ccc(/C(=C(/C)Cc2ccc(OC)cc2)c2ccc(OCCN3CCCC3)cc2)cc1 ?
MALME-3M: 80.6; UACC-62: 69.1; SK-MEL-5: 57.7; SK-MEL-2: 110.2; M14: 2.1*; UACC-257: 105.2; A549/ATCC: 66.4; EKVX: 76.2

How did COc1cc(C(=O)c2sc3nc4c(cc3c2N)CCCC4)cc(OC)c1OC do in these assays?
MALME-3M: 90.8; UACC-62: 98.8; SK-MEL-5: 99.8; SK-MEL-2: 105.9; UACC-257: 104.4; A549/ATCC: 101.6

How did COC(=O)Cc1[nH]cnc1C(=O)OC do in these assays?
MALME-3M: 114.6; UACC-62: 97.3; SK-MEL-5: 97.5; SK-MEL-2: 100.0; M14: 100.2; UACC-257: 92.3; A549/ATCC: 102.8; EKVX: 105.3

How did C/C(=C(/c1ccc(Cl)cc1)c1ccc(OCCN)cc1)c1ccc(C)cc1 do in these assays?
MALME-3M: 101.1; UACC-62: 88.6; SK-MEL-5: 106.2; SK-MEL-2: 112.3; M14: 101.7; UACC-257: 103.5; A549/ATCC: 97.7; EKVX: 98.8

How did CCCCC/C(C)=N\O do in these assays?
MALME-3M: 99.5; UACC-62: 103.1; SK-MEL-5: 106.0; SK-MEL-2: 101.2; M14: 108.1; UACC-257: 100.5; A549/ATCC: 98.5

Results for CC1N=COC1S(=O)(=O)Nc1ccc(N/C=C/C(=O)c2cc3c(ccc4ccccc43)oc2=O)cc1 (stereo unspecified) ?
UACC-62: 90.6; SK-MEL-5: 100.2; SK-MEL-2: 109.6; M14: 100.2; UACC-257: 106.4; A549/ATCC: 98.4; EKVX: 96.8

The last 3 records of the part above open the next one:
How did C/C(=C(/c1ccc(Cl)cc1)c1ccc(OCCN)cc1)c1ccc(C)cc1 do in these assays?
MALME-3M: 101.1; UACC-62: 88.6; SK-MEL-5: 106.2; SK-MEL-2: 112.3; M14: 101.7; UACC-257: 103.5; A549/ATCC: 97.7; EKVX: 98.8

How did CCCCC/C(C)=N\O do in these assays?
MALME-3M: 99.5; UACC-62: 103.1; SK-MEL-5: 106.0; SK-MEL-2: 101.2; M14: 108.1; UACC-257: 100.5; A549/ATCC: 98.5

Results for CC1N=COC1S(=O)(=O)Nc1ccc(N/C=C/C(=O)c2cc3c(ccc4ccccc43)oc2=O)cc1 (stereo unspecified) ?
UACC-62: 90.6; SK-MEL-5: 100.2; SK-MEL-2: 109.6; M14: 100.2; UACC-257: 106.4; A549/ATCC: 98.4; EKVX: 96.8

How did O=C(Nc1ccc(Oc2cccc(Cl)c2)c(Cl)c1)c1ccccn1 do in these assays?
MALME-3M: 109.8; UACC-62: 93.3; SK-MEL-5: 103.9; SK-MEL-2: 107.4; M14: 104.3; UACC-257: 104.9; A549/ATCC: 91.9; EKVX: 100.6

Results for CCOc1c(C#N)c(Nc2ccc(S(N)(=O)=O)cc2)c(C#N)c2nc(=O)ncn12 ?
MALME-3M: 105.0; UACC-62: 99.2; SK-MEL-5: 101.1; SK-MEL-2: 105.7; M14: 107.9; UACC-257: 103.2; A549/ATCC: 100.0; EKVX: 95.8

What do the screens show for `Cc1ccc(-n2nc(C(=O)NCCCCCC(=O)NO)nc2-c2ccccc2)cc1`?
MALME-3M: 103.4; UACC-62: 100.4; SK-MEL-5: 103.4; SK-MEL-2: 104.8; M14: 102.1; UACC-257: 97.5; A549/ATCC: 103.2; EKVX: 103.8

How did CCOC(=O)c1c(C)nc2c(c1N)CC(=O)N2c1ccccc1 do in these assays?
MALME-3M: 104.9; UACC-62: 96.9; SK-MEL-5: 113.3; SK-MEL-2: 122.2; M14: 103.9; UACC-257: 108.7; A549/ATCC: 92.9; EKVX: 91.1

What do the screens show for `C=CCC(O)(CC=C)CCC`?
MALME-3M: 99.3; UACC-62: 96.3; SK-MEL-5: 101.2; SK-MEL-2: 103.8; M14: 97.8; UACC-257: 99.1; A549/ATCC: 98.4

How did N#C/C(=C\NCc1ccc(Cl)cc1Cl)S(=O)(=O)c1ccccc1 do in these assays?
MALME-3M: 115.3; UACC-62: 90.3; SK-MEL-5: 91.4; SK-MEL-2: 125.2; M14: 98.3; UACC-257: 97.1; A549/ATCC: 93.4; EKVX: 119.0

What do the screens show for `CC(C)OC(=O)CCC/C=C\C[C@@H]1[C@@H](/C=C/C(O)COc2cccc(C(F)(F)F)c2)[C@H](O)C[C@@H]1O` (stereo partly specified)?
MALME-3M: 100.3; UACC-62: 108.6; SK-MEL-5: 111.9; SK-MEL-2: 111.5; M14: 104.8; UACC-257: 98.4; A549/ATCC: 102.7; EKVX: 108.0

How did CCCCNC(C)(C)COC(=O)c1ccc(N)cc1 do in these assays?
MALME-3M: 93.5; UACC-62: 107.2; SK-MEL-5: 100.9; SK-MEL-2: 93.2; M14: 93.3; UACC-257: 81.4; A549/ATCC: 81.8; EKVX: 101.1
